# Bioassay records deposited in PubChem by Broad Institute.
# Cneo AK release = Cryptococcus neoformans cell lysis inducers, primary screen, AK release luminescence, single concentration | C. neoformans lysis, adenylate kinase release luminescence, 4 h; normalised: neutral wells 0, clomiphene wells 100 | lysis activity, % at 15 µM | actives 0.2% (n = 360,000) | AID 651654, 2012;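 active = mean lysis activity across replicates of at least 80%, whatever share of replicates individually reach that level; inactive = mean lysis activity below 80%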
#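 Assay system: log-phase C. neoformans yeast / Quantity: yeast cell density of 5 × 10^6 cells/mL / Medium: fresh YPD growth medium / Compound: single dose / Timing: static 4 h at 37 °C with compound, 1 h detection / Measured by: adenylate kinase release luminescence / Read-out: lysis from increased AK signal / Benchmarks: Clomiphene as positive lysis control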
# Statin myotox sup = suppressors of statin myotoxicity in C2C12 myotubes, primary screen, cell-based, single point, plate reader; C2C12 myotubes + simvastatin, ATP luminescence, 48 h; scaled: DMSO 0, geranylgeraniol control 100; AID 602340, 2012; rescue of ATP level, % at 7.49 µM; actives 0.78% (n = 330,000);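 active = mean ATP rescue above about 67%, or every replicate alone reaching that limit, limit read from the data, passing the limit was not always enough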;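 also: myotubes were challenged with 10 µM simvastatin during compound exposure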
# INS-1E GSIS act = GLuc luminescence reporter in INS-1E cells, primary screen for activators of glucose-dependent secretion of insulin; INS-1E GLuc reporter insulin secretion, 2-3 h; actives 0.61% (n = 370,000); activation, % at 16.6 µM;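 active = lowest replicate activation of at least 40%, so every replicate reaches that level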;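 also: 0% = median of neutral control wells and 100% = median of IBMX positive control wells; some compounds called inactive have numbers as strong as hits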
# miR-122 sensor = miR-122 Renilla sensor signal increase in Huh7, primary screen, miR-122 inhibitor project, cell-based, single point, plate reader. Huh7 miR-122 Renilla luciferase sensor, 48 h; neutral wells = 0, positive control = 100. activation (reporter increase), % at 12.5 µM. actives 0.3% (n = 340,000). AID 602342, 2012;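 active = mean replicate activation score at least 90 and every replicate individually at or above 90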;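 also: higher luciferase means less miR-122 activity so hits act as miR-122 inhibitors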
# PGC1a acetyl inh = inhibitors of PGC1a acetylation signal, primary screen, cell-based, U2OS, AlphaScreen, inhibitor mode. AlphaScreen anti-acetyl-lysine; with virally co-expressed GCN5 acetyltransferase. inhibition, % at 15.6 µM. actives 0.17% (n = 350,000). AID 651687, 2012;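 active = every replicate shows inhibition of at least 40%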;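 also: 0% = neutral control wells and 100% = positive control wells; some results beyond the cut were filed as inactive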
# CFTR F508del cor = F508del CFTR correction, initial screen, CFBE line, single point; actives 0.36% (n = 350,000); activity (quench increase), % at 7.58 µM; AID 720511, 2013; CFBE cells, YFP halide quenching; stimulated with forskolin plus potentiator P3; % fluorescence drop versus neutral controls;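 active = mean added fluorescence quench of at least 8% versus neutral control, with both replicates also reaching 8%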;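 also: cells transiently co-express mutant CFTR-F508del with the halide-sensitive YFP; corrector assay measuring rescue of mutant channel to the surface after 24 h compound exposure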
# PglD inh = C. jejuni PglD acetyltransferase inhibitors, primary screen, biochemical, DTNB colorimetric, single point; inhibition, % at 12.5 µM; purified PglD enzyme, DTNB colorimetric CoA detection; actives 0.098% (n = 360,000); UDP-N-acetylbacillosamine N-acetyltransferase PglD (Campylobacter jejuni); in the data active = inhibition above about 16%, passing the limit was not always enough; also: strong numbers were not always called active
# FN deposit inh = inhibitors of fibronectin matrix deposition, primary screen, AH1F cells, Alexa488-fibronectin fluorescence, plate reader; actives 0.086% (n = 350,000); AH1F fibroblasts, overnight; inhibition, % at 12.6 µM;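 active = mean inhibition across replicates of 30% or more, regardless of how many single replicates reach that level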;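 also: positive control wells lacked labelled fibronectin entirely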
#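 Assay system: AH1F fibroblast monolayer, labelled fibronectin deposition. Amount: 10000 cells per well. Also added: labelled fibronectin 24 nM. Compound: single-point pinned compound. Incubation: cell attachment 1 h, compound and FN exposure overnight. Detection: fluorescence after three HBSS washes, excitation 485 nm, emission 525 nm. Read-out: inhibition of fibronectin deposition signal.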
# * = called active by the depositor; . = no result given; & = joins results of further samples; [ ] = another dose, or the depositor's remark. Not a hit list; 2.1% or so of the library scored in one or more.
cpd	molecule	Cneo AK release	Statin myotox sup	INS-1E GSIS act	miR-122 sensor
1	S=c1[nH]nc(COc2ccccc2)n1-c1ccc(Cl)cc1	-4	8	8	-2
2	CC(=O)NC(NC(C)=O)c1ccc(Br)cc1	.	.	1	-4
3	O=[N+]([O-])c1ccc(C=NNC(=S)Nc2ccc(F)cc2)cc1	1	-5	.	.
4	COc1cccc(C#Cc2ccc3c(c2)O[C@@H](CN(C)C(=O)c2ccccn2)[C@@H](C)CN([C@H](C)CO)S3(=O)=O)c1	2&0&-1	-2&44&43	5&-1	-7
5	CCOC(=O)C1(C)CCCN(C(=O)c2ccc(F)cc2Cl)C1 (stereo unspecified)	0	-14	21	-6
6	C[C@H]1CN([C@@H](C)CO)C(=O)c2cccc(NC(=O)c3ccncc3)c2O[C@@H]1CN(C)Cc1ccc(Oc2ccccc2)cc1	-2	34	.	29[16.7 µM]
7	Fc1ccc(-n2c(Cc3cccs3)n[nH]c2=S)cc1Cl	3	.	57	0
8	COC(=O)c1ccccc1NC(=O)CSc1nc(N)cc(N)n1	-2	-11	-4	5
9	O=C(OC(C(=O)NCc1cccs1)c1ccccc1F)c1ccco1 (stereo unspecified)	-1	10	25	10
10	CCCCNC(=O)CCC(=O)Nc1ccc2nc(N3CCC(C)CC3)cc(C)c2c1	.	.	0	.

cpd	PGC1a acetyl inh	CFTR F508del cor	PglD inh	FN deposit inh
1	11	-0.7	0	-7
2	12	-0.1	.	.
3	-6	0.2	7	-6
4	-11&-17&3	-0.5&0.0&-1.2	2&2&2	5
5	.	-1.8	-2	-3
6	-13	-1.9	-2	.
7	-7	-0.1	3	8
8	1	-3.8	1	-6
9	8	.	3	-1
10	4	-2.7	.	-7

# Additional entries.
cpd	molecule	Cneo AK release	Statin myotox sup	INS-1E GSIS act	miR-122 sensor
11	CC(C)(C)OC(=O)N1CCC(Cc2cc(-c3cccc(Br)c3)no2)(C(=O)O)CC1	4	7	-2	-17
12	CCCNS(=O)(=O)c1cccc2cccnc12	-2	-8	-4	22
13	N=c1c(C(=O)NC2CCCCC2)cc2c(=O)n3ccccc3nc2n1Cc1ccccc1	9	11	40	-2
14	COc1ccc(C(=O)Nc2ccc3cn[nH]c3c2)c(OC)c1	.	-4	8	.
15	CC1C(=O)N(Cc2cn(CC3CCCCC3)nn2)CCS(=O)(=O)N1Cc1ccc(-c2cccc(CO)c2)cc1 (stereo unspecified)	-2	-4	-4	-6
16	CC1CCCC(C)N1C(=O)COC(=O)c1cccs1 (stereo unspecified)	-2	0	-8	.
17	CCOC(=O)/C=C/[C@H]1CCc2cccc(Cl)c2O1	3	-19	5	1
18	O=C(NCC[C@H]1CC[C@H](NS(=O)(=O)c2cccc(F)c2)[C@@H](CO)O1)C1CCC1	40	-2	6	.
19	Cn1cc(Br)c(-c2cccc(N3C(=O)CC(C)(C)CC3=O)c2)n1	-6	-8	5	-4
20	COc1cc2c(cc1OC)/C(=C/C(=O)c1ccc(C)cc1)NCC2	-2	-3	23	-2

cpd	PGC1a acetyl inh	CFTR F508del cor	PglD inh	FN deposit inh
11	.	-2.5	-2	.
12	3	-1.0	-1	2
13	-10	1.2	-1	-8
14	0	-0.4	.	4
15	.	-1.3	-4	0
16	.	-6.6	5	-1
17	-3	-1.0	-4	-7
18	-6	-0.6	6	.
19	5	0.5	4	4
20	-4	2.7	-2	13

# (list continues)
cpd	molecule	Cneo AK release	Statin myotox sup	INS-1E GSIS act	miR-122 sensor
21	CC(CC(=O)OCC(=O)Nc1ccc2[nH]c(=O)[nH]c2c1)c1ccccc1 (stereo unspecified)	-1	15	3	-2
22	C[C@@H]1CN([C@H](C)CO)C(=O)Cc2cc(NS(C)(=O)=O)ccc2O[C@H]1CN(C)CC1CC1	-1	-39	10	6[16.7 µM]
23	O=C(C1CCCN(S(=O)(=O)c2ccc(Br)s2)C1)N1CCN(c2ccccc2)CC1 (stereo unspecified)	-5	0	-9	-8
24	Cn1c(SCC(=O)NCc2ccccc2)nnc1-c1ccc(NC(=O)CCc2ccccc2)cc1	0	-8	9	-3
25	O=C(NCCCN1CCc2ccccc2C1)Nc1ccc(Br)cc1	-1	-17	.	17
26	CCn1c(=O)cc(OCC(=O)Nc2cccnc2)c2ccccc21	9	.	.	5
27	N/C(=N\OC(=O)Nc1ccccc1)c1ccno1	-2	.	8	2
28	CC1=N/C(=C/c2ccco2)C(=O)O1	.	.	6	.
29	O=C(COC(=O)c1ccc2c(=O)n3c(nc2c1)CCC3)NC1CCS(=O)(=O)C1 (stereo unspecified)	.	.	23	3
30	COc1ccc(OC)c(CNS(=O)(=O)c2c(C)nc3scc(C)n3c2=O)c1	-2	-9	5	0

cpd	PGC1a acetyl inh	CFTR F508del cor	PglD inh	FN deposit inh
21	-4	-6.3	-1	8
22	9	-0.2	-1	.
23	-5	2.6	-1	1
24	6	.	-6	.
25	3	.	3	-2
26	.	.	3	-16
27	7	-0.2	-5	-4
28	3	3.0	.	2
29	5	-2.5	.	-2
30	1	-2.8	5	-7

# (listing goes on)
cpd	molecule	Cneo AK release	Statin myotox sup	INS-1E GSIS act	miR-122 sensor
31	CC(=O)N(C)C[C@@H]1Oc2cc(-c3cccc(C#N)c3)ccc2S(=O)(=O)N([C@H](C)CO)C[C@H]1C	0	5	11	1[16.7 µM]
32	Cc1cccc(C(=O)NCCC(=O)NCc2ccccc2F)c1	-1	-8	5	-2
33	CCN(C(=O)COC(=O)c1cc(S(=O)(=O)Nc2c(C)n(C)n(-c3ccccc3)c2=O)ccc1Cl)C1CCCCC1	-2	-1	-29	7
34	CCOc1cc(C2C(C#N)=C(N)Oc3cc(N)ccc32)ccc1O (stereo unspecified)	1	-12	3	.
35	CC(C)C(c1nnnn1Cc1cccs1)N1CCN(c2ccccc2)CC1 (stereo unspecified)	-1	1	.	1
36	O=C(C[C@H]1C[C@H]2c3cc(NC(=O)C4CCC4)ccc3O[C@H]2[C@@H](CO)O1)NCc1ccc(-c2ccccc2)cc1	-4	-3	6	-2[16.7 µM]
37	Cc1[nH]c2ccc(OCc3ccccc3)cc2c1CCN1C(=O)OC(C)(C)C1(C)O (stereo unspecified)	1	2	-17	.
38	C[C@@H]1CCCCO[C@@H](CN(C)S(=O)(=O)c2ccc(F)cc2)[C@H](C)CN([C@@H](C)CO)C(=O)c2cc(NS(=O)(=O)c3cccs3)ccc2O1	0	.	-3	-9[16.7 µM]
39	COc1ccc(C2/C(=C(/O)c3ccc4c(c3)CC(C)O4)C(=O)C(=O)N2CCN2CCOCC2)cc1OC (stereo unspecified)	1	-2	5	-7
40	COc1ccc(CN2C(=O)C(C)Nc3ncnc(N4CCN(c5ccccn5)CC4)c32)cc1 (stereo unspecified)	3	6	1	12

cpd	PGC1a acetyl inh	CFTR F508del cor	PglD inh	FN deposit inh
31	20	-1.4	0	10
32	3	3.3	-1	-2
33	.	3.0	6	6
34	.	1.2	7	-1
35	-4	.	2	7
36	-6	-0.3	4	-26
37	.	0.1	0	1
38	5	0.4	0	.
39	-3	0.1	-5	.
40	.	5.0	6	-2

# Later entries
cpd	molecule	Cneo AK release	Statin myotox sup	INS-1E GSIS act	miR-122 sensor
41	COc1ccc2nc(-c3ccc(N)cc3)[nH]c2c1	-8	-23	.	-6
42	O=c1[nH]cc(S(=O)(=O)N2CCN(c3cccc(C(F)(F)F)c3)CC2)c(=O)[nH]1	4	7	15	.
43	C[C@@H]1CN([C@@H](C)CO)C(=O)c2cc(C#CC3(O)CCCC3)cnc2O[C@@H]1CN(C)Cc1cccnc1	.	17	17	24[16.7 µM]
44	Cc1cccc(C)c1OCc1n[nH]c(=S)n1N	.	.	5	.
45	C[C@H]1CN([C@@H](C)CO)C(=O)c2cccc(NC(=O)Nc3ccc4c(c3)OCO4)c2O[C@H]1CN(C)Cc1ccc(C(F)(F)F)cc1	0	37	-20	13[16.7 µM]
46	CC(=O)C1=C(O)C(=O)N(c2ccc(O)cc2)C1c1ccccc1F (stereo unspecified)	0	14	-11	-7
47	CCc1nc(Nc2ccc(F)cc2)c2oc3ccccc3c2n1	-4	-10	-4	-5
48	Cc1ccc(NS(=O)(=O)c2ccc(CCC(=O)N3CCOCC3)cc2)cc1	1	.	.	5
49	Cc1cc(C)nc(N2CCC(C(=O)NNC(=O)c3ccc(Cl)cc3)CC2)n1	0	-8	18	2
50	Cc1ccc(C)c(NC(=O)CN(C)C(=O)C2CCCC2)c1	0	5	6	-2
51	C=CCNC(=O)c1ccccc1NC(=O)Nc1ccccc1	-5	-12	.	3
52	COC(=O)c1ccc(C)c(N(CCO)CCO)c1	3	-8	.	-2

cpd	PGC1a acetyl inh	CFTR F508del cor	PglD inh	FN deposit inh
41	-10	.	7	6
42	.	-5.0	5	3
43	.	-0.3	3	5
44	-6	-2.1	.	-21
45	-12	0.3	2	.
46	4	-0.2	-1	-1
47	-2	5.0	-1	0
48	29	.	-4	.
49	-1	3.1	2	-1
50	3	2.4	2	3
51	29	-0.1	-3	.
52	7	.	4	.

# Grouped by structure, those above containing bromine (5)
cpd	molecule	Cneo AK release	Statin myotox sup	INS-1E GSIS act	miR-122 sensor
2	CC(=O)NC(NC(C)=O)c1ccc(Br)cc1	.	.	1	-4
11	CC(C)(C)OC(=O)N1CCC(Cc2cc(-c3cccc(Br)c3)no2)(C(=O)O)CC1	4	7	-2	-17
19	Cn1cc(Br)c(-c2cccc(N3C(=O)CC(C)(C)CC3=O)c2)n1	-6	-8	5	-4
23	O=C(C1CCCN(S(=O)(=O)c2ccc(Br)s2)C1)N1CCN(c2ccccc2)CC1 (stereo unspecified)	-5	0	-9	-8
25	O=C(NCCCN1CCc2ccccc2C1)Nc1ccc(Br)cc1	-1	-17	.	17

cpd	PGC1a acetyl inh	CFTR F508del cor	PglD inh	FN deposit inh
2	12	-0.1	.	.
11	.	-2.5	-2	.
19	5	0.5	4	4
23	-5	2.6	-1	1
25	3	.	3	-2
